Screens as filed in PubChem.
LDHA inh: LDHA (human) enzyme inhibition; activity change, % (values are at about 110 or 230 µM); P00338; 0.15% of 480,000 active; AID 1347041; purified LDHA, NADH/diaphorase-resazurin fluorescence; stronger effect = lower value; in the data active = activity change below about -30%; inconclusive = mostly about -25% to -30%;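 note: plate controls were DMSO wells for no effect and wells without enzyme for full effect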
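Human LDH5 at 2 nM final in Tris HCl pH 7.4 with 0.06 mM NADH and 0.2 mM pyruvate, reacted 5 minutes at room temperature. Remaining NADH coupled via diaphorase/resazurin; resorufin fluorescence read at 0 and 20 minutes, normalized to enzyme-free and DMSO wells.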
RXFP1 agonist: agonists of human relaxin receptor RXFP1; AID 2676; 0.3% of 370,000 active; Potency, µM (titrated, usually from 57.5 µM), inactives show at the highest dose activation, usual class: activators; Q9HBX9; HEK293T-RXFP1 cAMP TR-FRET, 30 min; response scale: percent of porcine relaxin response, buffer zero; note: potency is the fitted concentration of half-maximal effect; % is set by controls: 0 for no effect and ±100 for the full control effect; nearly all actives have a fitted effect of over 60% in size; many of its hits are not listed in these tables
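HEK293T cells stably expressing RXFP1 were pretreated with the PDE4 inhibitor Ro 20174, exposed to compounds for 30 min at 37C, lysed, and cAMP was read by TR-FRET. Data normalized to buffer (basal) and 29 nM porcine relaxin (100%).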
PI4K2A inh: inhibitors of human PI4K2A; Q9BTU6; purified PI4K2A, ADP-Glo luminescence, 1 h; stronger effect = lower value; activity change, negative = inhibition, % at 76.9 µM; 0.13% of 420,000 active; AID 1346378; in the data active = activity change below about -50%; inconclusive = mostly about -30% to -49%;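 note: -100% = wells without enzyme as full effect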
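ADP-Glo luminescence measured ADP generated by PI4K2A enzyme (4 ug/mL before mixing) with 1.2 mM PI substrate (pre-mix) and 300 microM ATP (pre-mix). Tris pH7.5 buffer with MgCl2, Triton X-100; 1 h reaction at ambient temperature.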
Vif-A3F inh: Vif-A3F binding inhibition. HeLa A3F-eYFP + Vif (tagged APOBEC3F with the HIV-1 protein that degrades it), YFP fluorescence increase. Potency, µM (top dose mostly 46.1 µM), for inactives: at the highest dose activity, negative = active. 0.2% of 390,000 active; note: potency is the fitted concentration of half-maximal effect; % of control where 0% means no effect; nearly all actives have a fitted effect of over 65% in size
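HeLa cells stably expressing A3F-eYFP plus Vif, plated and incubated overnight at 37 deg C, then exposed to compounds overnight at 37 deg C. Blocked degradation read as raised yellow fluorescence (Ex 488/Em 500-530).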
TrxR1 substrate: is turned over as a substrate by rat TrxR1; Potency, µM (titrated, usually from 114 µM), without a hit: top-dose activity change, negative = substrate turnover; purified TrxR1 substrate turnover, NADPH consumption readout; 0.01% of 390,000 active; O89049; note: potency is the fitted concentration of half-maximal effect; % is set by controls: 0 for no effect and ±100 for the full control effect; nearly all actives have a fitted effect of over 50% in size
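Rat TrxR1, dispensed at 90 nM, was prereduced with 400 uM NADPH (final) for 5 min at ~22 deg C, then incubated with compound 15 min before 400 uM selenite. A first-read NADPH fluorescence drop versus no-compound background flagged substrates.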
GRP78 ERSR act: inducers of ER stress response in human glioma cells. U87-MG GRP78 promoter luciferase reporter, 16 h. Potency, µM, without a hit: at the highest dose activation, usual class: activators. 0.02% of 420,000 active. AID 602332; note: potency is the fitted concentration of half-maximal effect; series mostly up to about 76 µM; % of control where 0% means no effect; nearly all actives have a fitted effect of over 35% in size
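Stably transfected U87-MG human glioma cells carrying a GRP78-based luminescent sensor were seeded at 1000 cells/well, pin-dosed with compounds and incubated 16 h. Luciferase reagent was then added, and end-point luminescence was read after 10 min at room temperature.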
USP1-UAF1 inh: inhibitors of human USP1/UAF1 deubiquitinase; O94782; recombinant USP1/UAF1, Ub-Rhodamine cleavage fluorescence; Potency, µM (top dose mostly 57.1 µM), for inactives: top-dose activity change, negative = inhibition, usual class: inhibitors; 0.23% of 390,000 active; AID 743255; note: potency is the fitted concentration of half-maximal effect; % is set by controls: 0 for no effect and ±100 for the full control effect; nearly all actives have a fitted effect of over 60% in size; inactives centre near -12
Target sequence (O94782 whole entry, looked up): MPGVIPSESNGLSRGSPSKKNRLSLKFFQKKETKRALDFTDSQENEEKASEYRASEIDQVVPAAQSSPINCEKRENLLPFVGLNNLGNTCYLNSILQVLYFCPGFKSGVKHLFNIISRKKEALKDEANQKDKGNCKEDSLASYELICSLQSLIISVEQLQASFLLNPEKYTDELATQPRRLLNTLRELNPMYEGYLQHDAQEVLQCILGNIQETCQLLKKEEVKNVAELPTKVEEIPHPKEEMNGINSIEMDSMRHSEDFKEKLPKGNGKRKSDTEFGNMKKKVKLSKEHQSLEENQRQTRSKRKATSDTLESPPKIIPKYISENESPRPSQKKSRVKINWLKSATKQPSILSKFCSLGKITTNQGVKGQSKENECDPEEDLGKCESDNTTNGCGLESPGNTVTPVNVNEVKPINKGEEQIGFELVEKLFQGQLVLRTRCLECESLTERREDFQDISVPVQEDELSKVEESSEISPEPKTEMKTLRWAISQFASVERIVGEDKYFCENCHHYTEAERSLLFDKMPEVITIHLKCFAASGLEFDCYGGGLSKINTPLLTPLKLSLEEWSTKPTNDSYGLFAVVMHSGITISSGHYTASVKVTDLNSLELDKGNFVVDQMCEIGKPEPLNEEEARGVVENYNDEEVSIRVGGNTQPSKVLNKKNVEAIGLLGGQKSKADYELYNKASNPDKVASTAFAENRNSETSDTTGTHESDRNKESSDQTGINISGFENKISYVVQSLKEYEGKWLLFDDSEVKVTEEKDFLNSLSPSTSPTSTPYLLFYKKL
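USP1/UAF1 complex (1 nM) preincubated 15 min at room temperature with compound, then Ub-Rho substrate (150 nM final) added. Kinetic fluorescence at 480/540 nm over 6 reads at 60 s intervals; 50 mM HEPES pH 7.8, 0.5 mM EDTA, 0.1 mg/ml BSA, 1 mM TCEP, 0.01% Tween-20.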
Vif-A3G inh: inhibitors of Vif-APOBEC3G interaction. Q9HC16. Potency, µM (series often up to 46.1 µM), inactives show top-dose activity, negative = active, actives largely listed as inhibitors. HeLa A3G-eYFP + Vif (tagged APOBEC3G with the HIV-1 protein that degrades it), YFP fluorescence, overnight. 0.076% of 410,000 active;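 note: potency is the fitted concentration of half-maximal effect; % is set by controls: 0 for no effect and ±100 for the full control effect; nearly all actives have a fitted effect of over 60% in size; hits raise eYFP signal because A3G escapes Vif-driven loss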
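Read-out is eYFP fluorescence (Ex 488/Em 500-530) from Vif-expressing HeLa A3G-eYFP cells; more signal means A3G escaped Vif-mediated degradation. Cells plated overnight, compound pinned in, incubated overnight at 37 deg C.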
IDH1 R132H inh: human IDH1 R132H inhibition; AID 602179; Potency, µM (highest dose often 76.6 µM), for inactives: top-dose activity change, negative = inhibition, most hits filed as inhibitors; IDH1-R132H enzyme, NADPH consumption, diaphorase/resazurin fluorescence; O75874; 0.093% of 390,000 active; note: potency is the fitted concentration of half-maximal effect; % is set by controls: 0 for no effect and ±100 for the full control effect; nearly all actives have a fitted effect of over 65% in size
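IDH1-R132H (0.5 ug/mL) preincubated 30 min with compound, then NADPH (0.016 mM) and alpha-KG (2 mM) added; 80 min at RT, pH 7.5. Remaining NADPH coupled via diaphorase/resazurin to fluorescence (540/590 nm); concentration-response curves normalized to no-enzyme control.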
Active calls of the source: *; ? = inconclusive; / = not tested or not shown; & = joins results of further samples; [ ] = another dose, or the depositor's remark. Unless noted, calls come from the whole dose curve; as a rule, active = well fitted curve in the direction sought with a large enough effect; inconclusive = small, poorly fitted or top-dose-only effect, or another doubt; inactive = no such curve, though single readings can be large; an effect the other way counts as inactive or inconclusive.

structure | LDHA inh | RXFP1 agonist | PI4K2A inh | Vif-A3F inh | TrxR1 substrate | GRP78 ERSR act | USP1-UAF1 inh | Vif-A3G inh | IDH1 R132H inh
CN(C(=O)COc1ccccc1)c1nnc(-c2cccnc2)s1 | -8 | 2.4% | -1 | -10% | 4% | 4% | -7% | 0% | 11%
O=c1c2oc3ccccc3c2n(Cc2ccccc2)c(=O)n1Cc1ccc2c(c1)OCO2 | 2 | 3.5% | 5 | 1% | 3% | -3% | -7% | 1% | 2%
CCOc1ccc(CNCc2cccnc2)cc1 | -8 | 1.1% | 7 | 1% | -7% | -1% | -9% | -5% | 8%
O=S1(=O)c2cccc3cccc(c23)N1Cc1ccc(-c2nnco2)cc1 | -5 | 5.2% | 3 | -1% | 13%[57.1 µM] | -5% | -5% | -1% | 9%
Cc1ccc(CN2CCNC(=O)C2CC(=O)N(C)C2CCCCC2)cc1 (stereo not drawn) | 11 | 0.1% | -4 | 14% | 6% | -5% | -12% | 3% | 7%
CCOC(=O)C(CC)/C(C)=N\NC(=O)c1cccc(C)c1 (stereo not drawn) | 0 | 1.1% | 2 | 4% | -2% | 1% | -5% | 0% | 2%
C/C=C/C=C/C(=O)N1CC2(CC(c3cccc(NC(=O)CCCCC)c3)=NO2)C[C@H]1C(N)=O (stereo partly drawn) | 2 | 0.0% | -14 | 7% | 0% | -2% | -11% | -17% | 1%
CCOC(=O)C1CCN(c2ncnc3c2cnn3-c2ccc(OC)cc2)CC1 | 9 | 12% | 1 | -11% | 3% | -14% | -3% | 0% | 2%
COc1cccc(-c2nc(CS(=O)(=O)CC(=O)NCc3ccc(Cl)cc3)c(C)o2)c1 | -1&-3 | 4.3% | 0 | 1% | 5%[57.1 µM] | -4% | -6% | 7% | -4%
Cc1ccccc1S(=O)Cc1ccc(C(=O)NC2CCCCCC2)o1 (stereo not drawn) | 1 | 8.4% | 1 | -2% | 4% | -2% | -9% | 1% | 13%

3 entries out of the list above, ordered by their value in PI4K2A inh, largest number first.
Compound | PI4K2A inh | Vif-A3F inh | TrxR1 substrate | USP1-UAF1 inh | Vif-A3G inh
O=S1(=O)c2cccc3cccc(c23)N1Cc1ccc(-c2nnco2)cc1 | 3 | -1% | 13%[57.1 µM] | -5% | -1%
Cc1ccccc1S(=O)Cc1ccc(C(=O)NC2CCCCCC2)o1 (stereo not drawn) | 1 | -2% | 4% | -9% | 1%
C/C=C/C=C/C(=O)N1CC2(CC(c3cccc(NC(=O)CCCCC)c3)=NO2)C[C@H]1C(N)=O (stereo partly drawn) | -14 | 7% | 0% | -11% | -17%

Following part:
structure | LDHA inh | RXFP1 agonist | PI4K2A inh | Vif-A3F inh | TrxR1 substrate | GRP78 ERSR act | USP1-UAF1 inh | Vif-A3G inh | IDH1 R132H inh
O=C(NCCCN1CCOCC1)c1cc(-c2ccc(Br)cc2)on1 | 4 | -2.9% | -3 | -2% | 10% | -4% | -9% | -1% | 3%
Cc1cc(C)nc(SCCC(=O)Nc2ccc(F)cc2)n1 | -1 | -5.6% | -3 | -11% | 5%[57.1 µM] | -1% | ? | 1% | 2%
CC1(C(=O)Nc2ccc3c(c2)OCO3)CCN1C(=O)CC1CC1 (stereo not drawn) | -2 | / | -1 | / | / | 1% | / | -2% | /
Cc1ccc(CNC(=O)CSc2ccsc2[N+](=O)[O-])cc1 | -6 | -0.8% | 3 | 5% | -11% | 3% | -12% | 4% | -4%
COCCNC(=O)CN1CCN(S(=O)(=O)c2ccc3c(c2)CCCC3)CC1 | -13 | -1.3% | -1 | 0% | 3% | 0% | -11% | 0% | -2%
CC(=O)Nc1ccc(/C=N/N2CCCCC2)cc1 | -12 | 1.0% | 2 | -1% | -11% | -3% | -4% | 1% | -6%
COc1ccc(C)cc1S(=O)(=O)N1CCN(S(=O)(=O)c2cc(C(=O)O)ccc2C)CC1 | 1 | 0.6% | -3 | 0% | 9% | -3% | -18% | 4% | 3%
Cc1cccc(-n2ncc3c(NNC(=O)c4ccccc4Cl)ncnc32)c1 | -2 | 1.2% | 0 | 2% | -6%[57.1 µM] | -2% | ? | -2% | -9%
COc1ccc(OC(=O)N(C)C[C@H]2OCc3cn(nn3)CCCC(=O)N([C@H](C)CO)C[C@@H]2C)cc1 | -3 | / | -2 | 0% | / | 1% | -15% | 4% | 0%
CC1C(=O)N(Cc2cn(Cc3ccco3)nn2)CCS(=O)(=O)N1Cc1ccc(-c2ccccc2Cl)cc1 (stereo not drawn) | -4 | / | 0 | / | / | -2% | / | -3% | /
Cc1cccc(NC(=O)COc2ccc(/C=N\n3cnnc3)cc2)c1 | -8 | 1.5% | 4 | -2% | -11% | -3% | -4% | 3% | -9%
COc1ccc(CNC(=O)C(=O)NCCC2CCCCN2S(=O)(=O)c2cccs2)cc1 (stereo not drawn) | -6 | 1.4% | -3 | 8% | -8% | -5% | -22% | 2% | 6%
Cc1cc(C(=O)NCC(c2ccco2)N2CCCC2)c2ccccc2n1 (stereo not drawn) | -3 | -1.0% | 1 | 1% | 6% | -3% | -28% | -7% | -6%
COc1ccc(C(=O)O)cc1S(=O)(=O)Nc1cc(C(F)(F)F)ccc1N1CCCCC1 | 1 | / | -7 | 1% | / | -1% | -20% | 6% | 13%
Cc1nn(CC(=O)NC(=O)NC2CCCC(C)C2C)c(=O)c(C#N)c1C (stereo not drawn) | 2 | -0.6% | -1 | 9% | 1% | -5% | -20% | -7% | 11%
O=C(NCCCn1ccnc1)C(=O)NCc1ccc(Cl)cc1 | -5 | 1.5% | -3 | / | 3% | -4% | -4% | 1% | -6%
CC(C)c1cc(C(C)C)n2nc(N)nc2n1 | -5 | 7.7% | 0 | -3% | 35% | -2% | -6% | -4% | -5%
O=C(CSc1nnc(C2CCCCC2)o1)Nc1ccccc1Cl | -1 | 0.0% | -3 | -3% | -6% | -2% | -9% | -1% | 3%
C=CCOc1cccc(C2C(C(=O)c3ccco3)=C(O)C(=O)N2Cc2cccnc2)c1 (stereo not drawn) | 0 | 30% | -5 | 9% | -1%[57.1 µM] | -3% | -21% | 3% | 16%
CCn1c(COc2ccc3c(c2)CCCC3)nnc1SCC(=O)Nc1nccs1 | -6 | 2.8% | 9 | 1% | 8% | -2% | -12% | 1% | 2%
Nc1nn2c(-c3ccccc3)cc(=O)[nH]c2c1N=Nc1ccc(Br)cc1 | -8 | -1.2% | -4 | -1% | -11% | 2% | -19% | 4% | 10%
CC1(C)OC(c2ccccc2)=C/C(=C/C=C2C(=O)c3ccccc3C2=O)O1 | -1 | 0.1% | -6 | 1% | -6% | -4% | -25% | 2% | 0%
CCOC(=O)c1c(NC(=O)C(C)Sc2cn(CCNC(=O)c3ccc(OC)c(OC)c3)c3ccccc23)sc2c1CCC2 (stereo not drawn) | -2 | 0.2% | 3 | -2% | -2% | 0% | -18% | -5% | 13%
Cc1nc(C(C)NC(=O)CCc2nnc(-c3ccsc3)o2)cs1 (stereo not drawn) | -5 | -0.3% | 5 | -12% | 5% | -5% | -8% | 0% | -2%
Cc1cc(O)c(Sc2ccc(Cl)cc2)c(=O)[nH]1 | 4 | / | 2 | 3% | 9% | -2% | -24% | -5% | -10%
CCOCC(=O)N1CCN(c2ccc(F)cc2)CC1 | 6 | 2.0% | -3 | 3% | -11% | 4% | 0% | 0% | 0%
Cc1cccc(CN2C(=O)CCSc3ccc(Cl)cc32)c1 | -2 | -3.0% | -7 | 4% | -11% | -7% | -11% | -2% | 0%
CCCCNC(=O)[C@H](Cc1c[nH]c2ccccc12)NC(=O)c1ccccc1Cl | -5 | -0.3% | -1 | -7% | -5% | -2% | -2% | -6% | -1%
CC(C)(Oc1ccc(Cl)cc1)C(=O)Nc1c2c(nn1C(C)(C)C)CS(=O)(=O)C2 | 0 | 0.5% | 3 | 1% | 7% | -6% | -17% | 0% | 10%
CCOC(=O)c1c(NC(=O)COc2ccccc2)sc2c1CC(C)(C)NC2(C)C | -8 | 0.0% | 2 | -12% | -9% | 0% | -11% | 0% | 10%
CCOc1cc(/C=N/NC(=O)COc2cccc(C)c2)ccc1OC(=O)c1cccs1 | 1 | 0.9% | 3 | -12% | 7% | -4% | -25% | 0% | 2%
CCNc1c2c(nc3ccccc13)CC(C)(C)CC2=O | -18 | 0.5% | -12 | 1% | -14% | -7% | 0% | -6% | 1%

Reformatted with two lines to a compound: part of the list above.
Sequence of screens – LDHA inh	RXFP1 agonist	PI4K2A inh	Vif-A3F inh	TrxR1 substrate	GRP78 ERSR act	USP1-UAF1 inh	Vif-A3G inh	IDH1 R132H inh
> CCOC(=O)c1c(NC(=O)C(C)Sc2cn(CCNC(=O)c3ccc(OC)c(OC)c3)c3ccccc23)sc2c1CCC2 (stereo not drawn)
  -2	0.2%	3	-2%	-2%	0%	-18%	-5%	13%
> Cc1nc(C(C)NC(=O)CCc2nnc(-c3ccsc3)o2)cs1 (stereo not drawn)
  -5	-0.3%	5	-12%	5%	-5%	-8%	0%	-2%
> Cc1cc(O)c(Sc2ccc(Cl)cc2)c(=O)[nH]1
  4	/	2	3%	9%	-2%	-24%	-5%	-10%

Not all compounds are listed, so the mix of outcomes need not match the whole.
